KB-3-1 tox = KB-3-1 parental cell cytotoxicity; KB-3-1 viability, CellTiter-Glo ATP luminescence, 72 h; Potency, µM (top dose mostly 46.1 µM), for inactives: top-dose activity change, negative = cytotoxic, hits mostly cytotoxic; 400,000 compounds, 1.4% hits; AID 1347075; further: potency means the concentration at half of the fitted maximal effect; on the % scale 0 is the no-effect control and ±100 the full control effect; nearly all actives have a fitted effect of over 60% in size
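Screening of KB-3-1 cells (DMEM, 10% FBS, phenol-red free) ran from lowest to highest compound concentration; after 72 h at 37 °C viability was read luminescently and curves fitted.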
ATXN viability = viability counter-screen for ATXN expression inhibitors. 400,000 compounds, 0.49% hits. S2 cells (HEK-293 line with an ATXN2-luciferase reporter) viability, CellTiter-Fluor protease fluorescence, 24 h. AID 651635. Potency, µM (highest dose often 56.7 µM), hits mostly cytotoxic; further: potency means the concentration at half of the fitted maximal effect; nearly all actives have a fitted effect of over 40% in size
ATXN2 expr inh = inhibitors of ATXN2 expression | HEK-293 ATXN2-luciferase reporter, luminescence, 24 h | Potency, µM (series often up to 57 µM), inactives show at the top dose activity change, negative = inhibition, hits mostly inhibitors | 360,000 compounds, 0.72% hits; further: potency means the concentration at half of the fitted maximal effect; on the % scale 0 is the no-effect control and ±100 the full control effect; nearly all actives have a fitted effect of over 55% in size
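ATXN2-luciferase reporter cells (luciferase flanked by upstream and downstream ATXN2 gene portions) were treated 24 h at 37 °C with compounds at up to 57 uM. SteadyGlo luminescence gave expression; GF-AFC fluorescence gave viability.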
HT1080NT lethal = kills 2HG-producing HT-1080-NT fibrosarcoma cells | Potency, µM (titrated, usually from 46.1 µM), without a hit: at the top dose activity, negative = less viability, most hits filed as cytotoxic | AID 686970 | 360,000 compounds, 1.6% hits | HT-1080-NT fibrosarcoma viability, CellTiter-Glo ATP luminescence, 48 h;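 further: NT is the 2HG producing partner of a matched IDH1 knockdown line; potency means the concentration at half of the fitted maximal effect; 0% = DMSO-treated cells and -100% = media-only wells without cells; nearly all actives have a fitted effect of over 55% in size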
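750 cells/well, RPMI + 5% FBS; 2 h settle, compound pin-transfer, 48 h at 37 degrees C. CellTiter-Glo 10 min RT, luminescence. Normalized to DMSO and media-only wells.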
SW480 rerep = induces DNA re-replication in SW480 colon adenocarcinoma cells; SW480 DNA re-replication, Hoechst DNA content imaging, 48 h; Potency, µM (doses to about 46.1 µM), for the others: at the highest dose re-replication activation, hits mostly activators; 340,000 compounds, 1.8% hits; further: potency means the concentration at half of the fitted maximal effect; % of control where 0% means no effect; nearly all actives have a fitted effect of over 55% in size
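First, 250 cells per well were seeded. Next, compound or vehicle (23 nL) was pinned in, plates sat 48 hr at 37 C. Finally Hoechst was added for 40 min before fluorescence scanning.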
HepG2 tox = HepG2 cytotoxicity, counter-screen for TGF-b inhibitors; HepG2 CAGA-GFP viability, ATP luminescence, 18 h; Potency, µM (highest dose often 46.1 µM), for the others: at the top dose activity change, negative = cytotoxicity, most hits filed as cytotoxic; 410,000 compounds, 0.76% hits; further: potency means the concentration at half of the fitted maximal effect; some results filed as inactive show a strong effect at the top dose
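CellTiter-Glo luminescence gave cytotoxicity after 18 hours at 37 degrees C. The cells were HepG2 CAGA-GFP in 1% FBS DMEM, stimulated with 500 pg/mL TGF-beta after compound addition. %Activity was normalised to no-cell wells (complete cell-killing) and DMSO (no toxicity), and curves were fitted and classified.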
IL-1B inflam inh = blocks inflammasome-driven IL-1 beta release. THP-1 LPS/ATP IL-1B secretion, AlphaLISA, 16 h; hits give low values. activity change, % at 57.5 µM. 360,000 compounds, 4.7% hits. AID 743279; in the data active means activity change below about -50%; inconclusive means mostly about -30% to -49%; further: on the % scale 0 is the no-effect control and ±100 the full control effect
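Secreted IL-1B measured by AlphaLISA bead assay after 16 h compound exposure of THP-1 cells; compounds (final up to 57.5 uM) added 1 h before LPS (250 ng/mL) and ATP (1.25 mM) stimulation; lower signal means less secretion.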
HT1080 IDH1KD tx = toxicity to HT-1080 IDH1 knockdown cells (counter line). HT-1080 IDH1 knockdown viability, ATP luminescence, 48 h. Potency, µM (doses to about 46.1 µM), without a hit: at the highest dose activity, negative = toxicity, usual class: cytotoxic. 360,000 compounds, 2% hits. AID 686971;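 further: potency means the concentration at half of the fitted maximal effect; 0% = DMSO wells and -100% = cell-free medium wells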
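IDH1KD HT-1080 cells, 750/well, RPMI + 5% FBS; compound pinned after 2 h settling; 48 h, 37 °C; CellTiter-Glo luminescence; % activity normalised to DMSO and no-cell wells; curves fitted, classed by r2 and efficacy.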
MCF10A rereplic = inducers of DNA re-replication in MCF 10A breast cells | MCF 10A DNA re-replication, Hoechst nuclear intensity, 48 h | Potency, µM (doses to about 46.1 µM), inactives show top-dose activity, positive = re-replication, hits mostly activators | 350,000 compounds, 2.9% hits; further: potency means the concentration at half of the fitted maximal effect; % of control where 0% means no effect; nearly all actives have a fitted effect of over 50% in size
Numbers without * were called inactive; i = inactive; ? = inconclusive; . = no result given; [ ] = another dose, or the depositor's remark. Unless noted, the call rests on the fitted dose curve; in most records, active means well fitted curve in the direction sought with a large enough effect; inconclusive means small, poorly fitted or top-dose-only effect, or another doubt; inactive means no such curve, though single readings can be large; an effect the other way counts as inactive or inconclusive.

SMILES	KB-3-1 tox	ATXN viability	ATXN2 expr inh	HT1080NT lethal	SW480 rerep	HepG2 tox	IL-1B inflam inh	HT1080 IDH1KD tx	MCF10A rereplic
Cc1nc(-c2ccc(F)cc2)c(CC(=O)Nc2ccc(C)c(S(=O)(=O)N3CCOCC3)c2)s1	0.4%	i	-14.8%	-13.3%	-1.6%	-8.2%	-15.1	-15.7%	-1.6%
CC1(C(=O)NC2CCCC2)CCC(=O)N1Cc1ccc2c(c1)OCO2 (stereo unspecified)	0.1%	i	3.2%	5.0%[9.24 µM]	-3.9%	-21.9%	-5.2	?	-5.5%
CCCOc1ccc(N2C(=O)CC(N(CCc3ccc(OC)c(OC)c3)C(=S)Nc3ccccc3)C2=O)cc1 (stereo unspecified)	-11.2%	?	1.7%	-3.4%	4.4%	9.2%	28.7	-0.1%	?
CCc1nc(SCC(=O)N2CCc3ccccc32)c2oc3ccccc3c2n1	2.9%	i	.	-1.4%	14.0%	1.4%	5.9	0.7%	6.1%
O=C(NCC1CCCO1)/C(=C/c1ccc(Cl)cc1)NC(=O)c1ccccc1 (stereo unspecified)	7.7%	?	6.5%	2.6%	-1.1%	2.8%	15.4	-0.1%	-1.2%
CCc1nc2ccc(C(=O)N3CCN(C(=O)c4ccco4)CC3)cn2c1N(CC)CCOC	1.9%	i	10.9%	17.7%	.	-6.6%	0.0	5.3%	.
CCCCCCCc1nn2c(=O)cc(O)nc2s1	1.6%	i	-17.9%	-4.9%	-0.7%	-1.6%	26.5	0.3%	?
O=C(CSc1nc2ccccc2o1)Nc1nc2ccccc2s1	4.6%	i	4.7%	-8.5%	1.0%	-42.9%	11.4	-13.2%	7.4%
CCCCN(CC)C(=O)Cc1ccccc1OC	-7.2%	i	-6.4%	-4.0%	0.9%	1.7%	?	-3.6%	14.0%
CCC/C=C/c1ccc(CN2C(C)C(=O)N(Cc3cn(CCC4OCCO4)nn3)CCS2(=O)=O)cc1 (stereo unspecified)	0.0%	i	-21.0%	-1.4%	.	-1.9%	9.7	0.5%	.
O=c1oc2ccccc2c(N2CCCCC2)c1CN1CCCC1	5.6%	i	-1.5%	6.9%	-6.3%	-8.2%	-8.5	-18.2%	4.1%
Cc1ccc2nc(NC(=O)c3ccc(N4C(=O)CCC4=O)cc3)sc2c1	1.9%	i	13.4%	-12.6%	-16.5%	12.3%	41.8	-1.0%	-37.1%[inhibitor]
O=C(NCc1cccnc1)Nc1ccccc1	5.6%	i	.	4.3%	0.6%	-19.6%	2.2	0.1%	-3.7%
CC(C)(C)OC(=O)NCc1ccc(CNC(=O)c2[nH]cnc2C(=O)N[C@@H](Cc2ccccc2)C(=O)OC(C)(C)C)cc1	?	i	-17.2%	-12.4%	-17.5%[9.22 µM]	-16.0%	?	-0.6%	?
CCc1ccc(NC(=O)Cn2nnc(-c3ccc(C)cc3-n3cnnn3)n2)cc1	0.0%	i	.	0.0%	9.0%	-71.0%	-12.9	0.7%	?
CCN(CC)CCNCc1cc(Br)ccc1OCC(=O)NCc1ccccc1	0.0%	i	.	-16.4%	?	-19.6%	-12.3	-10.4%	4.4%
COc1ccc(O)c(C2Nc3ccccc3-n3c(-c4ccccc4)c4c(=O)n(C)c(=O)n(C)c4c32)c1 (stereo unspecified)	-29.6%	i	-6.4%	.	.	-30.3%	.	.	.
O=C(O)c1ccc(NC2(C(=O)O)CCCC2)cc1	12.2%	?	-2.3%	11.7%	-3.6%	2.4%	-6.0	7.7%	-7.3%
Cc1ccc(-c2ccc(=O)n(CC(=O)NCCCN3CCCCC3)n2)cc1	0.7%	i	-4.8%	6.4%	-16.2%	4.5%	8.1	-5.3%	-4.3%
CC(=O)N1CCC(C(=O)Nc2cc(C)cc(C)c2)CC1	2.0%	i	-0.8%	25.9%	-10.1%[9.22 µM]	2.7%	-1.3	27.0%	1.3%
CC(=O)Nc1ccc(-c2nnn(CC(=O)Nc3ccc4c(c3)OCO4)n2)cc1Cl	-4.4%	?	-7.2%	-0.9%	?	-5.5%	11.8	2.3%	-7.2%
CC1CCCCC12NC(=O)N(Cc1cc(=O)n3ccsc3n1)C2=O (stereo unspecified)	22.3%	i	.	0.0%	?	2.3%	12.0	1.0%	-1.8%
COc1ccc(C)cc1NC(=O)COC(=O)C1CC1	10.8%	?	-34.5%	14.9%	1.1%	2.4%	7.9	10.3%	-2.3%
CCC(C)NC(=O)C(Sc1ccccc1)c1ccccc1 (stereo unspecified)	-13.8%	i	-15.7%[11.3 µM]	-0.3%	-0.3%	2.6%	-2.9	1.0%	-1.9%

Results in HepG2 tox, SW480 rerep and ATXN viability (2 entries from above):
Molecule	HepG2 tox	SW480 rerep	ATXN viability
COc1ccc(O)c(C2Nc3ccccc3-n3c(-c4ccccc4)c4c(=O)n(C)c(=O)n(C)c4c32)c1 (stereo unspecified)	-30.3%	.	i
CC(=O)Nc1ccc(-c2nnn(CC(=O)Nc3ccc4c(c3)OCO4)n2)cc1Cl	-5.5%	?	?

Structures from the list above containing two or more sulfur atoms, in the order listed:
SMILES	KB-3-1 tox	ATXN viability	ATXN2 expr inh	HT1080NT lethal	SW480 rerep	HepG2 tox	IL-1B inflam inh	HT1080 IDH1KD tx	MCF10A rereplic
Cc1nc(-c2ccc(F)cc2)c(CC(=O)Nc2ccc(C)c(S(=O)(=O)N3CCOCC3)c2)s1	0.4%	i	-14.8%	-13.3%	-1.6%	-8.2%	-15.1	-15.7%	-1.6%
O=C(CSc1nc2ccccc2o1)Nc1nc2ccccc2s1	4.6%	i	4.7%	-8.5%	1.0%	-42.9%	11.4	-13.2%	7.4%

Additional compounds:
SMILES	KB-3-1 tox	ATXN viability	ATXN2 expr inh	HT1080NT lethal	SW480 rerep	HepG2 tox	IL-1B inflam inh	HT1080 IDH1KD tx	MCF10A rereplic
CC1(C)Cc2cccc(C(=O)NC3CCN(Cc4ccccc4)CC3)c2O1	-1.6%	i	-7.8%	-8.4%	-40.0%[inhibitor]	5.7%	7.8	-2.6%	0.0%
Brc1ccccc1-c1nnc(COc2ncnc3ccccc23)o1	-8.3%	i	3.3%	-0.9%	-4.7%	-3.2%	27.4	-1.6%	-3.1%
Cc1cccc(C)c1NC(=O)Nc1nnc([C@@H]2C[C@H](O)[C@@H](CO)O2)s1	5.7%	i	5.7%	15.8%	.	-6.0%	-9.2	16.9%	.
Cc1ccc(-c2nc(C)c(CCNS(=O)(=O)c3ccc(F)c(C(F)(F)F)c3)s2)cc1	?	i	9.5%	.	.	-88.6%	.	.	.
Cc1ccccc1C(NC(=O)C1CCN(Cc2ccc(Oc3ccccc3)cc2)CC1)c1ccsc1 (stereo unspecified)	?	i	0.0%	20.6µM*	.	-28.9%	?	?	.
COCCCn1c(SCc2nnc(-c3ccc(OC)c(OC)c3)o2)nnc1-c1ccncc1	-1.5%	?	8.2%	-3.1%	-6.9%	-8.5%	-2.8	-9.0%	-3.7%
O=C(Cn1nc(C(F)F)cc1C(F)F)NNC(=S)Nc1ccc(F)cc1	4.7%	i	-3.5%	0.3%	0.4%	2.2%	3.7	-3.8%	-0.6%
O=C(CSc1nnc(NC(=O)c2c(F)cccc2F)s1)NC1CCCCC1	-0.1%	i	11.1%	5.5%	-6.7%	3.0%	-6.1	11.1%	-0.8%
Cc1ccc(CNC(=O)/C(C#N)=C/c2ccc(C)s2)cc1	8.3%	i	-2.0%	6.4%	0.1%	-12.2%	-12.5	4.4%	13.6%
CCOc1ccccc1N(C(=O)Nc1ccc(Cl)cc1)C1=NC(C)CS1 (stereo unspecified)	-3.3%	i	.	-0.4%	-1.7%	-1.9%	-24.4	-6.3%	1.0%
COc1ccc(CNC(=O)[C@H](C)NC(=O)C2CCN(S(=O)(=O)c3ccccc3)CC2)cc1	4.4%	i	-1.4%	-0.3%	-3.1%	-0.7%	32.4	6.1%	-1.4%
COc1ccc(OC)c(S(=O)(=O)NCCc2ccccc2)c1	-10.2%	i	6.0%	9.1%	0.0%	-5.6%	-2.7	-3.4%	-8.6%
CCOC(=O)c1cnc2c(ccc3ccccc32)c1Nc1ccccc1OCC	8.6%	i	12.4%	.	.	-20.8%	.	.	.
FC(F)C(F)(F)c1cc(-c2ccc(Cl)cc2)n[nH]1	-25.5%	?	-23.2%	?	-29.9%	-130.6%	.	?	?
O=C(O)c1ccccc1CSc1nc2ccccc2o1	11.9%	i	5.3%	-0.8%	0.0%	-42.0%	32.8	-26.2%	1.3%
CCN(CC)C(=O)Cn1c(=O)n(-c2ccc(Cl)cc2)c(=O)c2c3c(sc21)CCC3	-1.3%	i	9.6%	.	.	-9.3%	.	.	.
Cc1ccc(C(=O)c2cncc(Br)c2)cc1	17.1%	?	25.5%	5.7%	-5.0%	-19.7%	?	-2.3%	9.8%
CC(=O)c1cccc(NC(=O)COC(=O)c2ccccc2C)c1	12.7%	i	48.7%[activator]	14.2%	-0.8%	7.9%	0.0	3.7%	-0.3%
CCSc1nc2sccc2c(=O)n1-c1ccccc1	7.8%	i	-16.5%	0.5%	-4.6%	-82.9%	34.9	-1.4%	18.2%
CCc1ccccc1NC(=O)c1sc2nc(C)cc(C)c2c1N	-0.6%	.	12.4%	-17.2%	?	11.4%	?	-4.4%	?
CCc1nc2c(OCC(=O)C(C)(C)C)cccn2c1N(C=O)CC(=O)N(C)C	0.0%	i	-1.7%	16.3%	.	2.4%	5.8	11.2%	.
O=C(NCC1COCCO1)C1CCN(S(=O)(=O)c2ccccc2)CC1 (stereo unspecified)	-0.9%	i	-12.2%	-3.3%	-0.7%	-16.1%	-19.9	6.6%	?
COc1ccc(CC(=O)OCn2nnc3ccccc3c2=O)cc1OC	0.0%	i	.	4.5%	-9.9%	10.2%	6.0	7.5%	1.5%
COC(=O)C1=C(C)OC(N)=C(C#N)C1c1c(C)nn(C)c1C (stereo unspecified)	8.5%	?	6.3%	5.9%	-3.3%	5.7%	7.5	9.5%	0.1%
CC(C)Oc1ccc(C(CC(=O)O)NC(=O)c2cccs2)cc1 (stereo unspecified)	-1.6%	i	2.9%	10.1%	0.8%	-18.0%	9.4	-3.5%	9.3%
